# Screens from PubChem BioAssay.
# TexasRed fluor = Texas Red fluorescence interference in TRb-SRC2 counter-screen. TRb/SRC2 Texas Red total fluorescence interference. Potency, µM (doses to about 106 µM), for the others: at the highest dose fluorescence change, negative = quenching. actives 0.29% (n = 280,000). AID 1479; active = well fitted curve in either direction with a large enough effect; inconclusive = small, poorly fitted or top-dose-only effect; note: potency is the fitted concentration of half-maximal effect; % is set by controls: 0 for no effect and ±100 for the full control effect
#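 Human TRβ ligand-binding domain (0.6 uM) and Texas Red SRC2 peptide (20 nM) in Tris buffer with 1 uM T3 and 5% DMSO were incubated with pinned compound for 5 hr at ambient temperature. Total fluorescence was computed as S + 2P (555/632 nm).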
# Tau fibril FP = blocks human tau fibril formation measured by polarization; P10636; K18 P301L tau heparin fibrillization, Alexa594 FP, 6 h; Potency, µM (top dose mostly 57.7 µM), inactives show at the highest dose activity, negative = inhibition, hits mostly inhibitors; actives 0.39% (n = 280,000); note: potency is the fitted concentration of half-maximal effect; % is set by controls: 0 for no effect and ±100 for the full control effect; nearly all actives have a fitted effect of over 55% in size
# Target sequence (P10636 561-689 P618L limits assumed): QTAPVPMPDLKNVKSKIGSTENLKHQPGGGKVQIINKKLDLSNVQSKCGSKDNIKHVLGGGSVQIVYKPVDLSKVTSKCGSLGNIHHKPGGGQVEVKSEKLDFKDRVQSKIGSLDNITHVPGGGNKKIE
#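 Human K18 P301L fragment (15 uM unlabeled plus 0.24 uM Alexa 594-labeled) in 100 mM sodium acetate pH 7 with compound, aggregation induced by 20 uM heparin for 6 hr at 37 C. ThT (30 uM) added for 1 hr, then Alexa 594 FP read.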
# Tau fluor cs = counter-screen for tau fibril formation inhibitors; tau K18 P301L (four-repeat tau fragment) Alexa594 fluorescence, heparin fibrillization; Potency, µM (top dose mostly 57.7 µM), inactives show at the highest dose activity change, negative = decrease; actives 0.93% (n = 280,000); note: potency is the fitted concentration of half-maximal effect; % is set by controls: 0 for no effect and ±100 for the full control effect; nearly all actives have a fitted effect of over 55% in size
#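 Human K18 P301L tau (15 uM unlabeled plus 0.24 uM Alexa 594-labeled, final) in 100 mM sodium acetate pH 7 was mixed with compound and 20 uM heparin and incubated 6 hr at 37 C.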
# Epigenetic derep = epigenetic control regulation, reporter derepression. murine LDR cells, GFP reporter derepression, 30 h. Potency, µM (highest dose often 53.9 µM), for inactives: top-dose GFP activation, most hits filed as activators. actives 0.2% (n = 280,000); note: potency is the fitted concentration of half-maximal effect; % of control where 0% means no effect; nearly all actives have a fitted effect of over 60% in size
#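 Readout is the number of GFP-expressing murine LDR cells, counted by cytometry following washing. Cells were treated with compound for 30 h at 37 C; the stably integrated CMV-GFP locus is normally silent.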
# CBFb RUNX1 block = blocks binding between human CBF-beta and RUNX1 | AID 1477 | 230,000 tested, under 10 active | Potency, µM (top dose mostly 59.8 µM), for the others: at the top dose activity, negative = inhibition, hits mostly inhibitors | AlphaScreen CBFb-His/RUNX1-biotin binding, biochemical; note: % of control where 0% means no effect
# Target sequence (Q01196 whole entry, looked up): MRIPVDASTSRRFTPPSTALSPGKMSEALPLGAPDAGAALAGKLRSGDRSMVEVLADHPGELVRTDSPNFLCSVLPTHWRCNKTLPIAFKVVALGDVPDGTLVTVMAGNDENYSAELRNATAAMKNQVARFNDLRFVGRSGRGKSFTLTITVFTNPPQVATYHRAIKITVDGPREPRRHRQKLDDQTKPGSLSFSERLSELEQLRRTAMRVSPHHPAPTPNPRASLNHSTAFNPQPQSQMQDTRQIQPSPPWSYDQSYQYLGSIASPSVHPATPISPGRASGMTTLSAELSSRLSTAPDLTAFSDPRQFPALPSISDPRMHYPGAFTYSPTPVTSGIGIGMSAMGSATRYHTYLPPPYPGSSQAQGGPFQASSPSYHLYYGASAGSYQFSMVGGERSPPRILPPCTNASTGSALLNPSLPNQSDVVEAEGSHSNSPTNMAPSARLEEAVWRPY
# Target sequence (Q13951 whole entry, looked up): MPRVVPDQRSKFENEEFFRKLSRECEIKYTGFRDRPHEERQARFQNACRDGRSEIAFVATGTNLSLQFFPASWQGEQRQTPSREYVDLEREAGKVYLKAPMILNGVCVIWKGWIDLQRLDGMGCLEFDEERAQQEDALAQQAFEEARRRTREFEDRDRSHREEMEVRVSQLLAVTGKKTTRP
#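 CBFb-His/RUNX1-biotin, 30 nM each, preincubated 20 min RT; compound 15 min RT; Ni + streptavidin beads 50 ng each, 90 min RT; AlphaScreen read.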
# NPSR antag = neuropeptide S receptor (human) antagonism, cAMP; AID 1461; Q6W5P4; Potency, µM (highest dose often 38.3 µM), without a hit: at the highest dose activity change, negative = inhibition, hits mostly inhibitors; CHO-NPSR cells, cAMP TR-FRET, antagonist mode; actives 1% (n = 220,000); note: potency is the fitted concentration of half-maximal effect; % is set by controls: 0 for no effect and ±100 for the full control effect; nearly all actives have a fitted effect of over 50% in size; many of its hits are not listed in these tables
# TRb SRC2 PPI = TRbeta-SRC2 interaction inhibition; TRbeta-SRC2 peptide binding, fluorescence polarization; receptor liganded with 1 µM T3; Potency, µM (titrated, usually from 106 µM), without a hit: at the highest dose activity change, negative = inhibition, hits mostly inhibitors; actives 0.065% (n = 280,000);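 note: potency is the fitted concentration of half-maximal effect; plate controls were bound peptide for no effect and peptide without receptor for full effect; nearly all actives have a fitted effect of over 50% in size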
#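 Binding of a 20-amino-acid Texas Red SRC2 peptide (20 nM) to TRb ligand-binding domain (0.6 uM) with agonist T3 at 1 uM was followed by fluorescence polarization after a 5 hr room-temperature incubation.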
# GLA spleen mod = inhibitors or activators of human alpha-galactosidase in spleen homogenate; P06280; human spleen homogenate, 4MU-alpha-Gal fluorescence, 40 min; Potency, µM (top dose mostly 80 µM), inactives show at the top dose activity change, negative = inhibition, actives largely listed as inhibitors; actives 0.008% (n = 240,000);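 note: potency is the fitted concentration of half-maximal effect; 0% = enzyme with vehicle and -100% = no enzyme basal signal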
#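 Human spleen homogenate (1 ug) as enzyme source, 4-methylumbelliferyl-alpha-D-galactopyranoside 1 mM final, citrate/phosphate pH 5.0 with 0.01% Tween-20. Compounds 40 min at 37C, NaOH/glycine stop; fluorescence Ex 365/Em 440, Hill-fit AC50.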
# The depositor's hits bear a star; ? = inconclusive; / = not tested or not shown; & = joins results of further samples; [ ] = remark or other dose. Unless noted, calls come from the whole dose curve; as a rule, active = well fitted curve in the direction sought with a large enough effect; inconclusive = small, poorly fitted or top-dose-only effect, or another doubt; inactive = no such curve, though single readings can be large; an effect the other way counts as inactive or inconclusive. An excerpt; rates above refer to the full screens.
1: CCOc1cc(-c2nc(C)c(C(C)=O)n2O)ccc1OCC(=O)Nc1ccc(F)cc1
2: Cc1ccc(C)c2[nH]c(=O)c(CCNC(=O)c3ccc(S(=O)(=O)N(C)C)cc3)cc12
3: O=C(COC(=O)c1ccccc1Nc1ccccc1F)c1ccccc1
4: O=C(Cc1ccccc1)N[C@H](c1ccccc1)P(=O)(O)CO
5: COc1ccccc1C1CC(c2ccc(Cl)cc2)Nc2nc(N)nn21 (stereo not given)
6: CC(C)[C@@H](CC(=O)N[C@@H]1CCCC[C@H]1C(=O)N[C@H](CC(=O)N[C@@H](CCC(=O)O)CC(=O)O)Cc1c[nH]c2ccccc12)NC(=O)C[C@H](Cc1c[nH]c2ccccc12)NC(=O)[C@@H]1CCCC[C@H]1N
7: CCCN(CCO)Cc1cccc(Cl)c1
8: COc1ccc(/C=C(/C(=O)Nc2ccccc2C(=O)NC(C)C)c2ccccc2)cc1
9: Cc1nc(Nc2ccncc2)c2oc3ccccc3c2n1
10: Cc1cccc(CSc2nnc3[nH]c(=O)cc(-c4ccccc4)n23)c1

assay / entry	1	2	3	4	5	6	7	8	9	10
TexasRed fluor	-3%	0%	-8%	0%	1%	-2%	-2%	-1%	0%	0%
Tau fibril FP	11%	-4%	-13%	1%	4%	-2%	-2%	2%	0%	-7%
Tau fluor cs	-11%	-11%	-22%	1%	-4%	-10%	5%	-24%	-7%	-28%
Epigenetic derep	2.1%	-0.8%	2.1%	-1.0%	-8.8%	-1.1%	0.0%	-1.1%	-0.1%	0.0%
CBFb RUNX1 block	6%	1%	?	3%	-5%	9%	4%	-3%	1%	/
NPSR antag	-26%	?	-28%	-9%[46.1 µM]	-9%[46.1 µM]	/	-6%[46.1 µM]	-21%[46.1 µM]	-9%[46.1 µM]	/
TRb SRC2 PPI	5%	8%	1%	1%	-2%	-7%	-8%	-6%	-7%	-4%
GLA spleen mod	2%	1%	-2%	-1%	-6%	-4%	2%	-9%	-9%	/

11: CC(=O)Nc1nc(C(=O)Nc2c(C)n[nH]c2C)cs1
12: CCC1CN(C(=O)N2CCC(C(=O)Nc3cc(C)ccc3C)CC2)c2ccccc2O1 (stereo not given)
13: C/C(=N\NC(=O)Cn1ccc(C(F)(F)F)n1)c1ccco1
14: Cc1cccc(-n2c(=O)c3c4c(sc3n3c(=S)[nH]nc23)CCC4)c1
15: C=CCC(O)c1c(-c2ccccc2)nn(C)c1Cl (stereo not given)
16: O=C(c1ccc(CNS(=O)(=O)c2ccccc2)cc1)N1CCN(Cc2ccccc2)CC1
17: O=C(NN1CCOCC1)C12CC3CC(CC(C3)C1)C2
18: Cc1occc1-c1nnc(SCC(=O)N2CC(=O)Nc3ccccc32)n1CC(C)C
19: Cc1nn(-c2ccccc2)c(C)c1NC(=O)COc1ccc(C#N)cc1
20: COc1ccc(OCc2cc(-c3ccc(Cl)cc3)no2)cc1

assay / entry	11	12	13	14	15	16	17	18	19	20
TexasRed fluor	1%	-72%	-2%	-1%	-2%	-4%	5%	0%	-2%	2%
Tau fibril FP	0%	1%	2%	-5%	1%	9%	5%	4%	-5%	-11%
Tau fluor cs	12%	-7%	4%	-18%	6%	-5%	7%	4%	-11%	-5%
Epigenetic derep	-1.6%	1.4%	0.0%	1.4%	-1.7%	2.1%	0.0%	2.0%	0.1%	-0.1%
CBFb RUNX1 block	16%	/	11%	3%	21%	-3%	-7%	5%	2%	9%
NPSR antag	-13%[46.1 µM]	/	15%	-50%	7%	-12%[46.1 µM]	26%	-1%[46.1 µM]	20%	-5%
TRb SRC2 PPI	-14%	-11%	0%	-4%	-7%	3%	-3%	-1%	-4%	1%
GLA spleen mod	-4%	/	-5%	-2%	3%	-3%	0%	-3%	-2%	-8%

21: CCCC(=O)c1cc2c(cc1NC(=O)CC)OCCO2
22: COC(=O)C1=C(SC)N(c2ccc(OC)cc2)C(c2ccccc2)CC1=O (stereo not given)
23: O=C(CCc1c[nH]c2ccccc12)NCc1ccc2c(c1)OCO2
24: CC(C)CNC(=S)Nc1ccc(F)cc1
25: CCCOc1ccc(/C=C2\SC(=S)N(CC3CCCO3)C2=O)cc1 (stereo not given)
26: Nn1cnnc1SCC(=O)Nc1ccc2c(c1)OCCO2
27: COC(=O)C1SCC2C(=O)N(Cc3ccc(Cl)c(Cl)c3)CC(=O)N21 (stereo not given)
28: C/C(=N/NC(=O)CN1CCN(Cc2ccccc2Cl)CC1)c1cccnc1
29: COc1ccc(NC2=CC(c3ccc(OC)cc3)N(c3ccc(OC)cc3)C2=O)cc1 (stereo not given)
30: CCn1c(SCC(=O)NC(C)(C)C)nnc1-c1ccncc1

assay / entry	21	22	23	24	25	26	27	28	29	30
TexasRed fluor	0%	-10%	0%	-1%	1%	-2%	-1%	-1%	0%	-1%
Tau fibril FP	-5%	6%	6%	-2%	-5%	0%	-4%	-5%	-11%	2%
Tau fluor cs	-19%	4%	-28%	-3%	-10%	2%	-1%	-13%	-15%	2%
Epigenetic derep	3.1%	3.8%	-2.0%	-0.8%	0.9%	1.8%	-0.1%	1.3%	-0.7%[10.1 µM]	-1.1%
CBFb RUNX1 block	8%	-2%	-9%	2%	-2%	5%	8%	3%	?	-2%
NPSR antag	-8%	3%	?	11%	-18%	-7%[46.1 µM]	-11%	36%	-19%	14%
TRb SRC2 PPI	3%	6%	12%	7%	1%	-8%	-7%	-5%	-1%	5%
GLA spleen mod	2%	-11%	2%	5%	-2%	-3%	14%	-21%	-1%	5%

31: Cc1ccc(C(O)c2ccncc2)cc1 (stereo not given)
32: CCOC(=O)c1ccc(NC(=O)CCn2ccc(C)n2)cc1
33: O=C(NCCc1ccccc1)C1CCN(c2nc3ccccc3o2)CC1
34: CC1(C)NC(=O)N(CC(=O)OCC(=O)Nc2cc(S(=O)(=O)N3CCCCC3)ccc2Cl)C1=O
35: Cc1cc(F)ccc1NC(=O)CCS(=O)(=O)c1cc2c(cc1C)NC(=O)CO2
36: COC(=O)CNC(=O)COC(=O)c1cc(F)c(F)cc1Cl
37: COc1ccc(/C=C\c2onc(C)c2S(=O)(=O)N2CCC(C(=O)NCCC(C)C)CC2)cc1
38: CC(=O)N1N=C(c2ccc(Cl)cc2)CC1c1ccco1 (stereo not given)
39: COc1ccc(C(=O)NCC(c2cccnc2)N2CCN(c3ccc(F)cc3)CC2)cc1OC (stereo not given)
40: O=C(COC(=O)c1cccnc1Cl)c1ccc2c(c1)OCCO2

assay / entry	31	32	33	34	35	36	37	38	39	40
TexasRed fluor	0%	?	-2%	-4%	?	3%	2%	-8%	-7%	1%
Tau fibril FP	-1%	-1%	-7%	13%	-4%	1%	-2%	3%	7%	-5%
Tau fluor cs	3%	3%	-13%	-4%	-10%	2%	-7%	-2%	-8%	-2%
Epigenetic derep	1.0%	1.5%	0.0%	1.0%	1.4%	-0.4%	0.0%	-1.1%	-1.0%	4.1%
CBFb RUNX1 block	2%	/	6%	1%	/	5%	-1%	-2%	2%	3%
NPSR antag	-8%[46.1 µM]	/	-7%[46.1 µM]	4%	/	-5%[46.1 µM]	-6%[46.1 µM]	-54%	-4%[46.1 µM]	11%
TRb SRC2 PPI	-8%	-9%	-5%	3%	8%	7%	5%	-2%	-5%	-5%
GLA spleen mod	-1%	/	-9%	-1%	/	3%	4%	-1%	-3%	0%

# The list goes on, starting with the last 3 of the part before.
38: CC(=O)N1N=C(c2ccc(Cl)cc2)CC1c1ccco1 (stereo not given)
39: COc1ccc(C(=O)NCC(c2cccnc2)N2CCN(c3ccc(F)cc3)CC2)cc1OC (stereo not given)
40: O=C(COC(=O)c1cccnc1Cl)c1ccc2c(c1)OCCO2
41: O=C(c1ccco1)N1CCN(S(=O)(=O)c2ccccc2[N+](=O)[O-])CC1
42: Cc1cc(NC(=O)CSc2nnc(-c3ccc(O)cc3)o2)no1
43: N[C@@H](Cc1c[nH]c2ccccc12)C(=O)O
44: Cc1nn(-c2ccc(C(=O)O)cc2)c2c1C(=O)CC(C)(C)C2
45: COc1ccccc1-c1ccc(SCc2ccc(C)cc2)nn1
46: Cc1cccc(NC(=S)N/N=C2/CCCCc3ccccc32)c1
47: CC1=C(C(=O)Nc2cccnc2)C(c2ccccc2)n2nc(SCc3ccccc3F)nc2N1 (stereo not given)
48: CN(CCCN1c2ccccc2CCc2ccccc21)CC(=O)c1ccc(Cl)cc1
49: O=C(/C=C/c1ccccc1)NCCSCc1ccccc1
50: OC(CNC1CCCC1)COc1c(F)cc(Br)cc1F (stereo not given)
51: CCOC(=O)c1c(NC(=O)COc2cc(C)ccc2C(C)C)sc(C)c1C

assay / entry	38	39	40	41	42	43	44	45	46	47	48	49	50	51
TexasRed fluor	-8%	-7%	1%	1%	-1%	-2%&0%	-1%	0%	1%	-6%	-3%	-2%	-2%	-7%
Tau fibril FP	3%	7%	-5%	2%	-6%	-8%&0%	-5%	-3%	4%	-1%	/	-1%	-2%	?
Tau fluor cs	-2%	-8%	-2%	5%	-12%	-14%&-7%	-3%	-17%	-7%	-24%	/	9%	-5%	-20%
Epigenetic derep	-1.1%	-1.0%	4.1%	-0.5%	0.1%	-0.2%&2.6%	-1.0%	-0.7%	0.0%	-0.5%	/	9.5%	-3.1%	-0.5%
CBFb RUNX1 block	-2%	2%	3%	0%	-24%	-4%&0%	-3%	25%	-29%	/	-8%	12%	3%	/
NPSR antag	-54%	-4%[46.1 µM]	11%	6%	15%	-11%[46.1 µM]	5%	-24%	-39%	/	/	0%	3%[46.1 µM]	/
TRb SRC2 PPI	-2%	-5%	-5%	2%	-1%	6%&-5%	8%	-2%	-1%	5%	4%	-3%	-13%	-1%
GLA spleen mod	-1%	-3%	0%	5%	-2%	14%&2%	0%	0%	9%	/	-35%	8%	-1%	/
